LYPLA2 counter: LYPLA2 inhibitors, primary screen, counter-screen for PME1 inhibitor project, biochemical, fluorescence polarization, FP-Rh probe ABPP; inhibition, % at 5.9 µM; 320,000 compounds, 0.38% hits; Acyl-protein thioesterase 2 (Homo sapiens), O95372; recombinant LYPLA2;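 active = inhibition above the screen-wide mean plus 3 SD, limit set per campaign, cut at about 26% in these data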;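 also: 0% = LYPLA2 with DMSO and 100% = wells lacking LYPLA2 enzyme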
LYPLA1 counter: LYPLA1 inhibitors, primary screen, counter-screen for PME1 inhibitor project, biochemical, fluorescence polarization, FP-Rh probe ABPP; Acyl-protein thioesterase 1 (Homo sapiens), O75608; recombinant LYPLA1; inhibition, % at 5.9 µM; 320,000 compounds, 0.16% hits;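 active = inhibition above the mean of all tested compounds plus 3 SD, set per campaign, cut at about 14% in these data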;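 also: inhibitors block serine hydrolase probe labeling of LYPLA1 so polarization falls; 0% = enzyme with DMSO and 100% = wells lacking LYPLA1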
Target sequence (O75608 whole entry, looked up): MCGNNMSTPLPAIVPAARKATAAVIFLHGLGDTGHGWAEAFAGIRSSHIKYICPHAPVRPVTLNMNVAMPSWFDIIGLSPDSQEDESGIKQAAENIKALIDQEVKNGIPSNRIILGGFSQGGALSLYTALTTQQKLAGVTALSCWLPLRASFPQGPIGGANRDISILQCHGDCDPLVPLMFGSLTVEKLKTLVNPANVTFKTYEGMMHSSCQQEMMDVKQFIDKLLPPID
PAFAH1B3 inh: PAFAH1B3 enzyme inhibitors, primary screen, biochemical, fluorescence polarization, human; Platelet-activating factor acetylhydrolase IB subunit alpha1 (Homo sapiens), Q15102; recombinant PAFAH1B3, FP-rhodamine probe; inhibition, % at 3.39 µM; 340,000 compounds, 0.28% hits; AID 492972, 2010;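 active = inhibition above the screen-wide average of all tested compounds plus 3 SD, cut at about 25% in these data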;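 also: 0% = enzyme with DMSO only and 100% = wells lacking PAFAH1B3 protein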
ZTA counter: counter-screen for EBNA-1 inhibitors: inhibitors of Epstein-Barr virus ZTA; AID 2234; 320,000 compounds, 0.15% hits; ZTA-DNA binding, fluorescence polarization; P03206; inhibition, % at 11 µM; in the data active = inhibition above about 33%
EBNA-1 inh: EBNA-1 DNA-binding inhibitors, primary screen, biochemical, fluorescence polarization; 300,000 compounds, 0.34% hits; AID 1950, 2009; inhibition, % at 14.8 µM; in the data active = inhibition above about 28%
PAFAH1B2 inh: PAFAH1B2 enzyme inhibitors, primary screen, biochemical, fluorescence polarization, human; inhibition, % at 3.39 µM; 340,000 compounds, 1.2% hits; recombinant PAFAH1B2, FP-rhodamine activity probe; Platelet-activating factor acetylhydrolase IB subunit alpha2 (Homo sapiens), P68402;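 active = inhibition above the mean of all tested compounds plus 3 SD, cut at about 24% in these data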;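 also: 0% = enzyme with DMSO and 100% = wells lacking PAFAH1B2; many of its hits are not listed in these tables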
pPAFAH FP inh: pPAFAH enzyme inhibitors, primary screen, biochemical, fluorescence polarization, human. recombinant pPAFAH, FP-rhodamine probe fluorescence polarization. 330,000 compounds, 1.5% hits. AID 463082, 2010. Platelet-activating factor acetylhydrolase (Homo sapiens), Q13093. inhibition, % at 3.39 µM;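 active = inhibition above the mean inhibition across the screen plus 3 SD, cut at about 25% in these data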;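 also: inhibitors block binding of the rhodamine activity-based probe so polarization drops; 0% = enzyme with DMSO and 100% = wells lacking pPAFAH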
PREPL inh: PREPL enzyme inhibitors, primary screen, biochemical, fluorescence polarization; Prolyl endopeptidase-like (Homo sapiens), Q4J6C6; recombinant PREPL, fluorescence polarization activity-based probe; inhibition, % at 5.96 µM; 320,000 compounds, 0.68% hits; in the data active = inhibition above about 43%;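 also: 0% = enzyme with DMSO and 100% = wells lacking enzyme; many of its hits are not listed in these tables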
Target sequence (Q4J6C6 whole entry, looked up): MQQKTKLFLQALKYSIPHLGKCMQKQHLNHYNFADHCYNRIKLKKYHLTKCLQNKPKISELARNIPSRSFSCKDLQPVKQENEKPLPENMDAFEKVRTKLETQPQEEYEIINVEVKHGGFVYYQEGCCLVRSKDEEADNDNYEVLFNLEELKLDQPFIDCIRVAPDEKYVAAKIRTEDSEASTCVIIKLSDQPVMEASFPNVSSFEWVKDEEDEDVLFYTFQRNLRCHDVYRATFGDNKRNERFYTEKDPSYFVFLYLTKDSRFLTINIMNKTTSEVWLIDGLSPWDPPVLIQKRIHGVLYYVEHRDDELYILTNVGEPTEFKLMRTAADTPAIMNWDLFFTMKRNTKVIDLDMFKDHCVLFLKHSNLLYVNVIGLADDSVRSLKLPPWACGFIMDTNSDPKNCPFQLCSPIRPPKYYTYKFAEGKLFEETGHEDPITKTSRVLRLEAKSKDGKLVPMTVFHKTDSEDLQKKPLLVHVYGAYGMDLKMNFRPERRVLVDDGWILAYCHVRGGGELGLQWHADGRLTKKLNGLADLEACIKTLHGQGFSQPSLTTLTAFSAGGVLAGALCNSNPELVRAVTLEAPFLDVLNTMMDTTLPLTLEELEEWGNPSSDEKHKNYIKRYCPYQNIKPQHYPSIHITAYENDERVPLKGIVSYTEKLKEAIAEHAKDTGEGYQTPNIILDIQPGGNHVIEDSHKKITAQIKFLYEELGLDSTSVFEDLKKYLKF
PAFAH2 inh: PAFAH2 enzyme inhibitors, primary screen, biochemical, fluorescence polarization, human; Platelet-activating factor acetylhydrolase 2, cytoplasmic (Homo sapiens), Q99487; recombinant PAFAH2, FP-rhodamine activity probe; inhibition, % at 3.39 µM; 340,000 compounds, 0.99% hits;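 active = inhibition above the mean over all tested compounds plus 3 SD, cut at about 30% in these data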;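 also: inhibitors block probe labeling of enzyme so polarization drops; 0% = enzyme with DMSO and 100% = wells lacking PAFAH2 protein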
Starred values were filed as active, the others as inactive; · = not tested or not shown. These rows are one share of the data (hit frequency here may not be typical).

The opening 13 records, ahead of the listing:
Results follow in this order: LYPLA2 counter	LYPLA1 counter	PAFAH1B3 inh	ZTA counter	EBNA-1 inh	PAFAH1B2 inh	pPAFAH FP inh	PREPL inh	PAFAH2 inh
#1 CCc1nc(SCC(=O)Nc2ccc(C(=O)O)cc2)n[nH]1
 : -1	4	-5	12	14	1	5	-1	2
#2 C[C@@H](C(=O)N1CCN(C(=O)OC(C)(C)C)CC1)n1cc(CCCN=C(NC(=O)OC(C)(C)C)NC(=O)OC(C)(C)C)nn1
 : 0	-2	-1	11	6	-2	0	-1	-6
#3 CCCCCCOC(=O)C(C#N)c1nc2ccccc2nc1N1CCN(C)CC1 (stereo unspecified)
 : 7	0	-2	-15	9	3	14	21	-3
#4 COc1ccc(NC(=O)CN2C(=O)NC3(CCCCCC3)C2=O)cc1Cl
 : ·	·	-5	·	·	3	-1	-4	-12
#5 N#Cc1cccc(NC(=O)c2ccccc2C(=O)O)c1
 : 0	1	13	0	3	-3	2	3	6
#6 CC(C)C(NC(=O)c1ccc(C(C)(C)C)cc1)C(=O)NCc1ccccn1 (stereo unspecified)
 : 4	5	9	-6	·	3	0	5	-1
#7 Cc1ccc(-n2c(C)cc(C(=S)N3CCOCC3)c2C)cc1C
 : 0	0	11	-4	-4	1	5	7	9
#8 Clc1ccc(-n2ncc3c(N4CCCC4)ncnc32)cc1
 : -1	-1	-2	7	25	-1	0	-7	-7
#9 CCCN1C(=O)/C(=C/c2nc3ccccc3c(=O)[nH]2)c2ccccc21
 : 7	0	0	-3	2	1	3	10	7
#10 C#CCNC(=O)C1=C[C@H](c2ccccc2)[C@@H](CCCO)[C@H](OCC)O1
 : 3	2	5	-5	-2	-4	-1	9	3
#11 Cc1ccc2c(c1)CCCN2C(=O)c1ccc2c(c1)OCO2
 : 7	1	13	6	2	-1	-1	2	2
#12 CC1CCN(S(=O)(=O)c2ccccc2[N+](=O)[O-])CC1
 : -2	-1	11	11	12	-1	1	-3	0
#13 Cc1ncccc1C(=O)N1CCCC(CNC(=O)c2ccc(-c3ccccc3)cc2)C1 (stereo unspecified)
 : 8	3	4	7	5	6	4	11	3

All compounds of this part (from the top)
Results follow in this order: LYPLA2 counter	LYPLA1 counter	PAFAH1B3 inh	ZTA counter	EBNA-1 inh	PAFAH1B2 inh	pPAFAH FP inh	PREPL inh	PAFAH2 inh
#1 CCc1nc(SCC(=O)Nc2ccc(C(=O)O)cc2)n[nH]1
 : -1	4	-5	12	14	1	5	-1	2
#2 C[C@@H](C(=O)N1CCN(C(=O)OC(C)(C)C)CC1)n1cc(CCCN=C(NC(=O)OC(C)(C)C)NC(=O)OC(C)(C)C)nn1
 : 0	-2	-1	11	6	-2	0	-1	-6
#3 CCCCCCOC(=O)C(C#N)c1nc2ccccc2nc1N1CCN(C)CC1 (stereo unspecified)
 : 7	0	-2	-15	9	3	14	21	-3
#4 COc1ccc(NC(=O)CN2C(=O)NC3(CCCCCC3)C2=O)cc1Cl
 : ·	·	-5	·	·	3	-1	-4	-12
#5 N#Cc1cccc(NC(=O)c2ccccc2C(=O)O)c1
 : 0	1	13	0	3	-3	2	3	6
#6 CC(C)C(NC(=O)c1ccc(C(C)(C)C)cc1)C(=O)NCc1ccccn1 (stereo unspecified)
 : 4	5	9	-6	·	3	0	5	-1
#7 Cc1ccc(-n2c(C)cc(C(=S)N3CCOCC3)c2C)cc1C
 : 0	0	11	-4	-4	1	5	7	9
#8 Clc1ccc(-n2ncc3c(N4CCCC4)ncnc32)cc1
 : -1	-1	-2	7	25	-1	0	-7	-7
#9 CCCN1C(=O)/C(=C/c2nc3ccccc3c(=O)[nH]2)c2ccccc21
 : 7	0	0	-3	2	1	3	10	7
#10 C#CCNC(=O)C1=C[C@H](c2ccccc2)[C@@H](CCCO)[C@H](OCC)O1
 : 3	2	5	-5	-2	-4	-1	9	3
#11 Cc1ccc2c(c1)CCCN2C(=O)c1ccc2c(c1)OCO2
 : 7	1	13	6	2	-1	-1	2	2
#12 CC1CCN(S(=O)(=O)c2ccccc2[N+](=O)[O-])CC1
 : -2	-1	11	11	12	-1	1	-3	0
#13 Cc1ncccc1C(=O)N1CCCC(CNC(=O)c2ccc(-c3ccccc3)cc2)C1 (stereo unspecified)
 : 8	3	4	7	5	6	4	11	3
#14 Cc1cc(C)c(NS(=O)(=O)c2ccc(NC(=O)c3cccs3)cc2)c(C)c1
 : 3	-12	5	14	11	-4	2	-5	-10
#15 COc1ccc(CNS(=O)(=O)c2cc3c4c(c2)C(C)C(=O)N4CCC3)cc1 (stereo unspecified)
 : 14	5	9	17	9	3	8	2	0
#16 CC(C)(C)C(=O)[C@@H]1[C@@H]2C(=O)N(C3CCCCC3)C(=O)[C@@H]2[C@H]2c3ccccc3C=CN12
 : -2	-3	-6	1	-19	-1	0	-4	-2
#17 O=C(Nc1cc(Cl)cc(Cl)c1)c1cccc(OC(F)F)c1
 : -51	-25	-11	-13	-3	-12	-7	9	-24
#18 Nc1nc2c(s1)CCCCCCCCCC2
 : 4	0	·	-3	-2	·	6	-7	·
#19 Cc1ccc(Nc2c(F)c(F)c(F)c(F)c2C(=O)O)c(C)c1
 : 5	4	13	-1	-1	-1	8	1	4
#20 CCOC(=O)C1CCN(S(=O)(=O)c2ccc3c4c(cccc24)C(=O)N3CC)CC1
 : ·	·	4	·	·	4	-3	21	12
#21 O=S(=O)(c1ccc(F)c(F)c1)N1CCCc2ccccc21
 : -7	-1	5	-14	-2	6	4	-5	-3
#22 CSc1ccccc1C(=O)NCc1ccccc1C
 : 10	3	2	-2	11	4	6	0	-3
#23 CN1CCN(C(=O)c2ccccc2NC(=O)C(C)(C)C)CC1
 : -6	-2	-6	-3	0	-10	6	9	0
#24 O=S(=O)(c1ccc(Oc2ccc(Cl)cc2)nc1)N1CCOCC1
 : 1	2	0	5	0	6	4	12	3
#25 NC(=O)CSc1nnc(-c2ccc(O)cc2)n1Cc1ccco1
 : 7	0	7	1	-1	0	5	-9	8
#26 C=CCNC(=O)/C(C#N)=C/c1ccc2c(c1)OCCO2
 : 2	0	-1	0	-1	-1	1	11	7
#27 COc1cc(C=O)ccc1Oc1nnnn1-c1ccc(C(N)=O)cc1
 : 5	3	11	-10	-5	-1	1	-4	4
#28 O=C(CSc1nc2ccccc2n1CC(=O)N1CCCC1)Nc1nccs1
 : 3	2	-1	-1	-3	0	9	7	-8
#29 COc1cccc(/C=N/NC(=O)c2ccc(N3CCCC3=O)cc2)c1
 : 13	-8	-1	-8	-10	1	8	2	12
#30 COc1ccc2c(c1)c(/C=C/c1cc[n+](C)cc1)cn2C
 : 3	-1	-2	-6	8	-3	5	20	0
#31 Cc1cc(C)c2oc(C(=O)N3CCN(C)CC3)cc(=O)c2c1
 : 0	8	-1	2	-7	3	9	-3	-5
#32 O=[N+]([O-])c1cc(C(F)(F)F)cc([N+](=O)[O-])c1Sc1n[nH]c(C(F)(F)F)n1
 : -3	-1	-1	-12	-3	1	4	-1	5
#33 Cc1cccc(NC(=O)CNC(=O)c2ccc3nc[nH]c3c2)c1C
 : -9	-3	4	-6	-3	5	6	16	13
#34 CCCCC(=O)NC1(C(F)(F)F)C(=O)Nc2c1c(=O)n(C)c(=O)n2C (stereo unspecified)
 : 5	2	1	-4	-2	0	1	-3	7
#35 CC(C)CCc1noc(CN(C)CCC2CCOCC2)n1
 : 7	3	3	3	-18	0	5	-2	1
#36 Cc1cc(NC(=O)CS(=O)(=O)Cc2ccccc2)no1
 : 5	-2	5	1	9	2	1	-1	-2
#37 CCOc1ccc(-c2cn(CCC#N)cn2)cc1
 : 6	4	7	-9	-13	5	-6	14	2
#38 CCN(CC)S(=O)(=O)c1ccc(O)c(NS(=O)(=O)c2ccccc2F)c1
 : -1	0	2	13	3	8	4	-2	24
#39 COC(=O)c1ccc(Oc2nc(Nc3ccccc3)nc(N(C)C)n2)cc1
 : 0	-7	5	7	11	5	2	-2	-3
#40 CCCn1c2c(c(O)c(C(=O)NC)c1=O)CCCC2
 : -5	-1	7	-2	-7	6	1	6	-6
#41 Cc1ccc(S(=O)(=O)N2CCN(c3nccnc3C#N)CC2)cc1
 : 5	4	5	3	3	1	0	-10	1
#42 Cc1cc(N2CCOCC2)nc2ccc(NC(=O)CCC(=O)N3CCCCC3)cc12
 : -2	1	5	8	-8	4	4	13	-1
#43 CCN(c1ccccc1)S(=O)(=O)c1ccc(OC)c(NC(=O)C2CC(=O)N(Cc3ccccc3)C2)c1 (stereo unspecified)
 : 1	0	5	-11	-5	1	3	-1	3
#44 CN1CCN2c3ccccc3Cc3ccccc3C2C1 (stereo unspecified)
 : -4	1	2	-5	3	1	0	24	-1
#45 Nc1ccccc1S(N)(=O)=O
 : -1	-4	-6	2	-2	6	-4	19	1
#46 O=C(CN1CCCCC1)Nc1ccccc1-c1ccccc1
 : -3	-7	-10	-8	-11	1	-1	11	0
#47 N=c1c(S(=O)(=O)c2ccc(Cl)cc2)cc2c(=O)n3ccccc3nc2n1C1CCCCC1
 : 3	-1	1	-19	7	4	-2	3	-5
#48 CC1(C)Cc2c(c(N3CCOCC3)nc3sc4c(NCc5ccco5)nnnc4c23)CS1
 : -15	-5	-4	4	8	-7	8	-5	-13
#49 O=C(Nc1ccc(Br)cc1)C1CCN(C(=O)c2ccc(F)cc2)CC1
 : 0	1	-4	8	7	4	-6	2	5
#50 COc1cccc(OCC(O)CNC2CCCC2)c1 (stereo unspecified)
 : 2	2	-2	-10	3	-2	2	3	-3

Following part.
Results follow in this order: LYPLA2 counter	LYPLA1 counter	PAFAH1B3 inh	ZTA counter	EBNA-1 inh	PAFAH1B2 inh	pPAFAH FP inh	PREPL inh	PAFAH2 inh
#51 CCCCn1c(-c2cccnc2)n[nH]c1=S
 : 2	0	6	15	7	2	1	1	-2
#52 Cc1ccc(S(=O)(=O)NCC2CCC(C(=O)NCc3ccccn3)CC2)cc1 (stereo unspecified)
 : 2	2	5	3	-1	5	-1	11	5
#53 N#Cc1c2n(c3c(-c4ccccc4)ncnc13)CCC2
 : -1	3	3	4	11	-2	-3	-6	-7
#54 CNc1cc(N2CCCC2)ccc1[N+](=O)[O-]
 : 9	-1	8	5	5	0	6	-3	-3
#55 O=C(Nc1ccon1)c1ccc(Br)s1
 : -3	0	1	4	6	2	-2	-1	-5
#56 CCO[C@@H]1OC(C(=O)N2CCOCC2)=C[C@H](c2cn(C(C)=O)c3ccccc23)[C@H]1CCCO
 : 2	1	2	2	-7	3	6	10	0
#57 CC(=O)c1c(C)[nH]c(C(=O)NCc2ccc(F)cc2)c1C
 : 3	-10	8	5	0	2	0	-1	0
#58 CCC(=O)N1CCc2cc(S(=O)(=O)NCCC(=O)NCc3ccc(F)cc3)ccc21
 : 3	0	1	9	-3	4	5	8	5
#59 COc1ccccc1N1CCN(CC(O)COCc2cccs2)CC1 (stereo unspecified)
 : 1	-2	4	8	0	6	3	-6	-4
#60 CCN(CC(=O)NCc1ccc(F)cc1)C(=O)CCNS(=O)(=O)c1cccc(C)c1
 : 3	-3	-1	1	·	-2	-4	9	-4
#61 COc1cccc(-c2cn3nc4c(nc3n2)CCCC4)c1
 : 3	3	7	-15	1	-2	6	12	9
#62 CC(=O)c1cnc2nc(C)nn2c1C
 : -3	0	6	-11	1	2	0	21	-3

Screening data (PubChem BioAssay)
